Bioassay records: PubChem BioAssay, several laboratories
HSP90 refold inh = blocks HSP90-mediated luciferase refolding in reticulocyte lysate; inhibition, % at 5.6 µM; 290,000 compounds, 0.91% hits; AID 1789; Rabbit reticulocyte lysate, luciferase refolding luminescence, 3 h;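 active means inhibition above the screen-wide mean plus 3 SD, computed separately per campaign, cut at about 16% in these data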;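 further: 0% = DMSO wells and 100% = 60 µM geldanamycin wells; inhibitors lower the luminescence because luciferase stays unfolded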
IEC-6 cytotox = IEC-6 cytotoxicity, counter-screen for KLF5 inhibitors. luminescence viability. inhibition, % at 5 µM. 290,000 compounds, 0.78% hits; in the data active means inhibition above about 22%;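 further: 0% = plate median of test compound wells and 100% = cytotoxic reference compound wells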
HSF-1 act = increases HSF-1 driven luciferase reporter signal; NIH3T3-HGL HSF-1 luciferase reporter, MG132, 8 h; 100% = twice DMSO control signal; activation, % at 9 µM; 300,000 compounds, 1.7% hits; AID 504408;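 active means mean replicate activation of at least 50% with a set share of replicates each reaching 50%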;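 further: 0% = median of the neutral control wells and 100% = twice that signal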
HSF1 inhib = HSF1 inhibition; NIH3T3-HGL HSE-luciferase, MG132-induced, luminescence 8 h; hits give low values; activity change, negative = inhibition, % at 7.5 µM (by protocol); 300,000 compounds, 0.77% hits; AID 2098;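 active means more than half of replicate wells show activity change below -50%, luminescence cut by over half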;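 further: luciferase reports HSF-1 transcriptional activity via heat shock element; 0% = median of DMSO wells and -100% = zero luminescence signal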
Dyrk1A ADPGlo = inhibitors of rat Dyrk1A kinase; Q63470; ADP-Glo luminescence, NFATc1 peptide; inhibition, % at 12.5 µM; 310,000 compounds, 0.43% hits; in the data active means inhibition above about 50%;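 further: plate controls were vehicle with enzyme for no effect and no enzyme for full effect; many of its hits are not listed in these tables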
GSK3A inh = inhibitors of human GSK-3 alpha kinase; ADP-Glo luminescence, 60 min; inhibition, % at 10 µM; P49840; 320,000 compounds, 0.1% hits;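 in the data active means inhibition above about 50%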;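 further: GST-tagged GSK-3 alpha with peptide substrate and 25 µM ATP; 0% = DMSO neutral wells and 100% = GW8510 positive control wells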
Target sequence (P49840 whole entry, looked up): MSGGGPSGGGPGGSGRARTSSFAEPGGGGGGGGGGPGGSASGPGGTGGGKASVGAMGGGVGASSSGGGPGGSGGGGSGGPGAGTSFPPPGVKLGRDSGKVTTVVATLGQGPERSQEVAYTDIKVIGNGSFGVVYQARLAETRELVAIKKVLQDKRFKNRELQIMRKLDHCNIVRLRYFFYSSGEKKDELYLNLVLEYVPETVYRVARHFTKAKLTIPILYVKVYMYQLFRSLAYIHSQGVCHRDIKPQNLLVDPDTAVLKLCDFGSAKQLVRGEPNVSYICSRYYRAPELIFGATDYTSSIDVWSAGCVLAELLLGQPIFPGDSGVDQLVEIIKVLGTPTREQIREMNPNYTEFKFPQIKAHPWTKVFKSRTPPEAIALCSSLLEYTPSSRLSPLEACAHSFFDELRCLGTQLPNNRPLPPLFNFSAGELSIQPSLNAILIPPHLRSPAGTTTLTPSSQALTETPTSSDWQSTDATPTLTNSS
Platelet DG rel = platelet dense granule release activity. human platelet-rich plasma, SFLLRN dense granule ATP release, luminescence. inhibition, %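 (compounds screened at 7.5 µM in platelet-rich plasma)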. 300,000 compounds, 0.22% hits. AID 1663;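 active means mean replicate score, as percent of positive control, at or above 50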
aSyn 5UTR inh = 5' untranslated region of α-synuclein, MLPCN primary screen; alpha-synuclein 5'UTR reporter, inhibitor activity; inhibition, % (tested at 7.5 µM); 300,000 compounds, 0.82% hits; in the data active means inhibition above about 60%;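 further: H4 neuroglioblastoma cells stably carrying SNCA 5'UTR luciferase fusion; 0% = DMSO wells and 100% = positive control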
GSK3beta inhib = blocks human GSK3beta kinase activity. activity score (negative = inhibition), % at 10 µM. GST-GSK3beta kinase, ADP-Glo luminescence, 60 min; hits give low values. P49841. 300,000 compounds, 0.038% hits. AID 2097;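 active means more than half of replicate wells score below -50%, meaning over 50% inhibition versus plate controls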;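 further: 0% = median DMSO wells and -100% = median GW8510 positive control wells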
Target sequence (P49841 whole entry, looked up): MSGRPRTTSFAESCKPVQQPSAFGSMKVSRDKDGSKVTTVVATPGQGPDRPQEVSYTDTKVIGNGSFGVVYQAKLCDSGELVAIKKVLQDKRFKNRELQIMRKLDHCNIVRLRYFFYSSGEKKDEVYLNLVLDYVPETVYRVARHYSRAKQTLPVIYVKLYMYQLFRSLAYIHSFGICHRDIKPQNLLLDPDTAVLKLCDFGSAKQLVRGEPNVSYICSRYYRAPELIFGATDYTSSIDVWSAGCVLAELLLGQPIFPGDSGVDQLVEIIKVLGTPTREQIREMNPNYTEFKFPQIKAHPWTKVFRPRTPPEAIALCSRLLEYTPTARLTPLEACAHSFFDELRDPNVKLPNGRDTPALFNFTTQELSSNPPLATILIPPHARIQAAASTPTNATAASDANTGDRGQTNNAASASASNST
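Assay system: GST-tagged human GSK3beta kinase, cell-free; Input: 1.6 ng GSK3beta; Medium: Tris/MgCl2 kinase buffer; Timing: 60 min enzyme reaction, room temperature; Signal: ADP-Glo luminescence quantifying ADP generated by kinase; Evaluation: score relative to plate controls; Benchmarks: DMSO neutral wells and GW8510 at 20 µM as positive.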
KLF5 inhibitor = inhibitors of KLF5 expression | DLD-1 KLF5 promoter-luciferase reporter, luminescence | inhibition, % at 5 µM | 290,000 compounds, 0.23% hits | AID 1700;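 active means inhibition above a per-plate limit of that plate's mean compound inhibition plus 3 SD, cut at about 60% in these data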;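 further: 0% = DMSO wells and 100% = LY294002 at 200 µM; higher means less KLF5 promoter-driven luciferase light; inactives centre near -14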
Active calls of the source: *; · = not tested or not shown. These rows are one share of the data, so the mix of outcomes need not match the whole.

No.	mol	HSP90 refold inh	IEC-6 cytotox	HSF-1 act	HSF1 inhib	Dyrk1A ADPGlo
1	Cc1ccc(C2CC(=O)c3cnc(N4CCN(c5ccccc5)CC4)nc3C2)cc1 (stereo not drawn)	1	2	-7	1	-3
2	O=C1CC(c2ccccc2)n2nc(N3C(=O)c4ccccc4C3=O)nc2N1 (stereo not drawn)	-1	1	42	19	-5
3	N=C(N)SCc1ccc(Cl)cc1Cl	-2	13	-2	0	-49
4	CCCC12CN(C(=O)c3ccco3)CC(CCC)(CN(C(=O)c3ccco3)C1)C2=O	-6	2	23	7	0
5	CCc1ccnc(NC(=O)NS(=O)(=O)c2ccc(C)cc2)c1	0	-6	-11	-7	·
6	Cc1ccc(CN(CC(=O)N/N=C/c2ccccc2[N+](=O)[O-])S(=O)(=O)c2ccc(C)cc2)cc1	6	2	9	7	7
7	O=C(NC12CC3CC(CC(C3)C1)C2)N1CCC(n2nnc3ccccc32)CC1	-1	1	0	-3	0
8	O=C(Nc1cccc(F)c1)c1c(O)c2cccc3c2n(c1=O)CCC3	1	4	0	-3	·
9	c1ccc2c(c1)nc(NCCN1CCOCC1)c1nncn12	-2	-5	11	8	21
10	CCOC(=O)CNC(=O)CSc1ncccc1-c1nc2ccccc2[nH]1	2	3	-12	-5	9
11	Cc1cc(C(=O)Nc2ccccc2)c(C)o1	-1	1	26	0	0
12	COCC1CCN(C(=O)C2CCC(=O)N(Cc3ccc(Cl)cc3)C2)CC1 (stereo not drawn)	-5	-5	-16	0	0
13	O=C(CSc1ccccc1)Nc1ccc(-c2nc3ccccc3[nH]2)cc1	-4	7	48	16	-2
14	COc1ccc(CCNC(=O)COC(=O)c2ccc(Br)o2)cc1OC	2	2	-5	3	-4
15	O=C(NC(=O)c1ccc(Cl)cc1)Nc1ccc(-c2cnco2)cc1	0	0	-21	-17	·

No.	GSK3A inh	Platelet DG rel	aSyn 5UTR inh	GSK3beta inhib	KLF5 inhibitor
1	4	5	-2	1	-23
2	-3	5	-18	2	-38
3	1	3	-71	-2	-24
4	-1	4	24	0	5
5	-14	8	-21	4	-10
6	0	1	0	1	-44
7	-1	-2	17	-3	-12
8	-2	-2	-35	-7	3
9	-3	18	4	-6	-26
10	1	5	-8	·	-41
11	1	-27	-25	2	-44
12	-1	5	0	2	-2
13	9	-13	-171	-2	-147
14	-3	4	20	-2	-4
15	8	2	12	-3	2

As a working copy, some entries already given:
No.	mol	HSP90 refold inh	IEC-6 cytotox	HSF-1 act	HSF1 inhib	Dyrk1A ADPGlo
6	Cc1ccc(CN(CC(=O)N/N=C/c2ccccc2[N+](=O)[O-])S(=O)(=O)c2ccc(C)cc2)cc1	6	2	9	7	7
7	O=C(NC12CC3CC(CC(C3)C1)C2)N1CCC(n2nnc3ccccc32)CC1	-1	1	0	-3	0

No.	GSK3A inh	Platelet DG rel	aSyn 5UTR inh	GSK3beta inhib	KLF5 inhibitor
6	0	1	0	1	-44
7	-1	-2	17	-3	-12

Later entries:
No.	mol	HSP90 refold inh	IEC-6 cytotox	HSF-1 act	HSF1 inhib	Dyrk1A ADPGlo
16	CC(C)CCN(C(=O)COc1ccc(C#N)cc1)c1c(N)n(Cc2ccccc2)c(=O)[nH]c1=O	-2	-3	16	-6	·
17	Cc1nc(SCc2cccc(F)c2)[nH]c(=O)c1C#N	2	4	-8	7	11
18	COc1cccc(C2NC(=O)c3ccccc3O2)c1OC (stereo not drawn)	-1	-4	-19	2	17
19	CC(C)CC(C(=O)NC(C)(C)C)N(Cc1cccs1)C(=O)c1snc(C(N)=O)c1N (stereo not drawn)	0	-5	14	2	6
20	COc1ccc(C(=O)CSc2nnc(-c3ccccn3)n2Cc2ccco2)cc1	-1	2	32	7	1
21	Cc1ccc(C(=O)Oc2ccccc2N2C(=O)C3CCCCC3C2=O)cc1 (stereo not drawn)	-1	2	-5	-4	1
22	CC(=O)c1cccc(NC2c3ccccc3C(=O)N2Cc2ccco2)c1 (stereo not drawn)	-2	5	-16	-6	2
23	COc1ccccc1OCC(=O)Nc1ccc(NC(=O)COc2ccccc2OC)cc1	-1	-3	1	-3	·
24	COCc1nnc(NC(=O)CC(c2ccccc2)c2ccccc2)s1	-7	1	-4	-6	1
25	CN(C)C(=S)Nc1ccc(Br)cc1Cl	2	0	7	0	·
26	O=S(=O)(NCC1CCCO1)c1cnc(Cl)c(Cl)c1 (stereo not drawn)	2	2	7	-2	-4
27	COc1cc(/C=N/Nc2ccc(Cl)nn2)cc(OC)c1O	-1	7	-18	-5	1
28	Cc1cc(C)c(OCC(=O)Nc2cccc(O)c2)cc1C	6	5	49	10	3
29	Cn1c(COc2ccc([N+](=O)[O-])cc2)nnc1SCC(N)=O	-4	-5	-12	-2	·
30	Cc1ccc(C)c(OCc2cc(C(=O)NC(c3ccccn3)C(F)(F)F)no2)c1 (stereo not drawn)	1	-1	-11	-8	0

No.	GSK3A inh	Platelet DG rel	aSyn 5UTR inh	GSK3beta inhib	KLF5 inhibitor
16	-1	1	33	-1	-20
17	-1	11	-3	·	-38
18	1	-4	-3	-2	-20
19	-1	1	35	-3	-34
20	-7	1	-7	3	-26
21	0	-2	-42	0	-28
22	-6	1	-3	1	-13
23	6	0	0	-4	-26
24	-6	0	-14	3	-24
25	0	-1	12	5	-1
26	-2	-24	-16	1	-14
27	-2	13	-37	2	-29
28	-2	-8	-114	1	-15
29	0	-4	6	0	10
30	2	-4	8	2	-28

Limited to HSF1 inhib, KLF5 inhibitor and aSyn 5UTR inh, for six of the compounds above:
No. | SMILES | HSF1 inhib | KLF5 inhibitor | aSyn 5UTR inh
15 | O=C(NC(=O)c1ccc(Cl)cc1)Nc1ccc(-c2cnco2)cc1 | -17 | 2 | 12
16 | CC(C)CCN(C(=O)COc1ccc(C#N)cc1)c1c(N)n(Cc2ccccc2)c(=O)[nH]c1=O | -6 | -20 | 33
17 | Cc1nc(SCc2cccc(F)c2)[nH]c(=O)c1C#N | 7 | -38 | -3
18 | COc1cccc(C2NC(=O)c3ccccc3O2)c1OC (stereo not drawn) | 2 | -20 | -3
19 | CC(C)CC(C(=O)NC(C)(C)C)N(Cc1cccs1)C(=O)c1snc(C(N)=O)c1N (stereo not drawn) | 2 | -34 | 35
20 | COc1ccc(C(=O)CSc2nnc(-c3ccccn3)n2Cc2ccco2)cc1 | 7 | -26 | -7

(list continues)
No.	mol	HSP90 refold inh	IEC-6 cytotox	HSF-1 act	HSF1 inhib	Dyrk1A ADPGlo
31	c1ccc(-n2c(-c3ccco3)nnc2N2CCOCC2)cc1	-1	3	-2	2	-4
32	Cc1ccc(N(Cc2ccccc2)C(=O)c2ccc(F)cc2)cc1	-5	-3	30	19	1
33	Cc1nc2sccn2c(=O)c1S(=O)(=O)NCCc1ccccc1	4	0	-4	-7	2
34	O=C(Cn1cc(C(F)(F)F)ccc1=O)N/N=C/c1cccc(Cl)c1	4	1	-8	-8	-3
35	COC(=O)[C@]1(Cc2ccccc2)N[C@H](c2ccc(-c3ccc(Cl)c(Cl)c3)cc2)[C@@H]2C(=O)N(C)C(=O)[C@@H]21	·	·	2	1	-11
36	CC(=O)Nc1ccc(N=Nc2ccc(O)cc2)cc1	3	14	57*	31	-1
37	COc1ccc(S(=O)(=O)NCc2ccc3c(c2)OCO3)cc1C(=O)O	-5	-2	-5	-3	-3
38	CC(C)(C)C(=O)O/N=C(\N)c1ccc(-c2csnn2)cc1	1	-3	34	14	·
39	CC(C)C(=O)Nc1ccc(N2CCN(c3ccc(F)cc3)CC2)cc1	-2	-5	8	5	-5
40	CC(=O)c1cccc(NC(=O)c2sc(Cl)nc2C)c1	-2	1	-6	9	17
41	Cc1cc(Br)ccc1NC(=O)CN1C(=S)NC(C)(C)CC1C (stereo not drawn)	0	-3	3	-4	13
42	O=C(NCCN1CCOCC1)c1cc([N+](=O)[O-])ccc1Cl	-4	8	-6	-7	·
43	Nc1ccc(C(=O)N/N=C/c2c[nH]c3ccccc23)cc1	5	10	-13	7	1
44	O=C(NCc1ccccc1)C(c1ccncc1)N(C(=O)c1csnn1)c1cccc(F)c1 (stereo not drawn)	1	-3	-8	1	1
45	COCCN1C(=O)N[C@@H](c2cccc(C(F)(F)F)c2)C(C(=O)OC)=C1C	·	·	-3	-5	6

No.	GSK3A inh	Platelet DG rel	aSyn 5UTR inh	GSK3beta inhib	KLF5 inhibitor
31	-3	3	6	4	10
32	·	-5	-49	2	-74
33	0	-4	16	1	-21
34	-2	-2	-26	2	6
35	-1	0	31	3	·
36	5	7	-87	3	-102
37	2	2	-20	4	7
38	-5	-2	-131	3	-113
39	-2	13	3	1	4
40	4	9	-65	0	-4
41	-1	6	5	·	0
42	4	-12	-1	0	-13
43	1	-4	10	3	-25
44	1	-7	-8	-1	-28
45	-2	1	12	7	·

Continued.
No.	mol	HSP90 refold inh	IEC-6 cytotox	HSF-1 act	HSF1 inhib	Dyrk1A ADPGlo
46	O=C(Cc1cccs1)Nc1nnc(COc2ccccc2)s1	6	2	-1	-1	0
47	CCOc1ccc(-c2nc(C#N)c(NCc3ccco3)o2)cc1	-1	5	-3	-6	8
48	O=C(Nc1cc(S(=O)(=O)N2CCCCC2)ccc1N1CCCCC1)C1CC1	1	-6	-17	-2	17
49	COc1cc(CN2CCN(Cc3ccc(C)cc3)C(CCO)C2)cc(OC)c1O (stereo not drawn)	-3	1	4	1	-5
50	O=C(COc1ccc(Br)cc1)Nc1ccc(Cc2ccncc2)cc1	-1	-6	9	1	-7
51	Cc1ccsc1/C=N\NC(=O)c1n[nH]c2c1CCC2	20*	14	-8	-17	-1
52	Cc1nc2ccc(S(=O)(=O)Nc3ccccc3C)cc2s1	3	2	-4	-4	4
53	COc1ccc(N2C(=O)c3ccc(C(=O)Nc4ccccc4OC)cc3C2=O)cc1	-2	-1	-4	-5	-8
54	COc1cccc(NC(=O)c2nnn(CC(=O)Nc3cc(C)cc(C)c3)c2N)c1	-3	-2	4	3	-2
55	O=C1CN(Cc2nc3cc(Cl)ccc3c(=O)[nH]2)CCN1	6	3	-5	7	15
56	O=C(CN1C(=O)CCS(=O)(=O)c2ccccc21)Nc1ccc(F)cc1	0	4	-13	-7	4
57	C(=N\Nc1ccccc1)/c1nc2ccccc2s1	-1	9	45	12	-1
58	CCOc1nc(OCC)nc(-n2cc(-c3ccccc3)nn2)n1	1	-5	35	14	-2

No.	GSK3A inh	Platelet DG rel	aSyn 5UTR inh	GSK3beta inhib	KLF5 inhibitor
46	1	-3	22	0	-31
47	2	6	-43	1	-21
48	-1	0	-14	2	-25
49	-2	-1	2	-2	-13
50	0	5	-15	-2	-29
51	0	36	69*	2	-39
52	1	2	18	-1	-22
53	0	-1	-4	1	-13
54	-1	1	20	1	-18
55	1	3	-12	-2	-3
56	-4	-7	4	-1	-1
57	-5	-31	-8	-1	-149
58	3	-1	-9	-1	-8

aSyn 5UTR inh: entries above that show a hit.
#	mol	HSP90 refold inh	HSF-1 act	HSF1 inhib	Dyrk1A ADPGlo	GSK3A inh	Platelet DG rel	aSyn 5UTR inh	GSK3beta inhib	KLF5 inhibitor
51	Cc1ccsc1/C=N\NC(=O)c1n[nH]c2c1CCC2	20*	-8	-17	-1	0	36	69*	2	-39
